Compound activity (PubChem)
bIAP inhibitor: bovine intestinal alkaline phosphatase inhibitors, primary screen, selectivity assay for TNAP inhibitor project, biochemical, bovine IAP, CDP-star luminescence. 190,000 tested, under 10 active. AID 1019, 2008. purified bovine IAP, 30 min. inhibition, % at 20 µM;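 active = over 50% inhibition of intestinal alkaline phosphatase at 20 µM in the single-dose screen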
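Incubation: 30 min reaction at room temperature / Material: purified bovine intestinal alkaline phosphatase (IAP) enzyme / Input: enzyme at 1/65,000,000 dilution / Dosing: 20 µM single dose / Signal: CDP-star luminescence signal / Reagent: CDP-star chemiluminescent phosphatase substrate, 30 µM final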
Redox H2O2 prof: compounds producing H2O2 with reducing agent – biochemical, NIH compound library profiling, artefact control for MLSCN library redox annotation, primary screen; DTT-dependent redox cycling H2O2, phenol red/HRP absorbance; 100% = 100 µM peroxide control, 0% = buffer; activation, % at 10 µM; AID 878, 2007; hit rate 0.03% among 200,000;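 active = activation of at least 50% relative to the plate's high and low controls in the primary single-dose screen; inactive = activation below 50%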;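 also: compound incubated with DTT at 0.8 mM final as the reducing agent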
Lmaj promast: Leishmania major promastigote growth inhibition, primary screen; Leishmania major promastigotes, resazurin fluorescence viability; inhibition, % at 10 µM; hit rate 9% among 200,000; in the data active = inhibition above about 50%;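 also: promastigotes grown with compound for 44 hours at 28 °C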
SRC2 TRFRET art: TR-FRET signal artefacts, primary screen, artefact control for PPARgamma SRC-2 agonist project, biochemical. TR-FRET artefact counter-screen; hits give high values. TR-FRET ratio at 8 µM. hit rate 0.4% among 200,000; in the data active = TR-FRET ratio above about 2000; also: inactives centre near 1500
S1P3 antag: S1P3 receptor antagonists, primary screen, cell-based; inhibition, % at 4.98 µM; hit rate 0.27% among 170,000; AID 485, 2006; Sphingosine 1-phosphate receptor 3 (Homo sapiens), Q99500; CHO S1P3 NFAT-BLA reporter, FRET fluorescence, antagonist mode;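 active = inhibition above the plate cutoff, the mean inhibition of test wells on that plate plus 3 SD, cut at about 28% in these data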;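 also: cells challenged with S1P at its EC80 of 0.8 µM; blue over green emission ratio from cleaved BLA substrate after 4 h stimulation; 0% = S1P-stimulated wells and 100% = unstimulated DMSO-only wells; some compounds past the cut are filed as inactive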
Target sequence (Q99500 whole entry, looked up): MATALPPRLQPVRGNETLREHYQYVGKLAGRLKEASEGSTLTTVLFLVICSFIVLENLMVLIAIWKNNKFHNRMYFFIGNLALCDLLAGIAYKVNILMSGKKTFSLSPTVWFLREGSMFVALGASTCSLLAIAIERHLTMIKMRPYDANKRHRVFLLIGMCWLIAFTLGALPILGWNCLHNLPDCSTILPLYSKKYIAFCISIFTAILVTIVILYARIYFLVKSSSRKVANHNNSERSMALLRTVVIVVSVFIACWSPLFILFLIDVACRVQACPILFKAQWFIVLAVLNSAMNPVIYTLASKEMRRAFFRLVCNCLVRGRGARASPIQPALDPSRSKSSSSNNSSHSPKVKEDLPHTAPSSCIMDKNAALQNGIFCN
bIAP act: bovine intestinal alkaline phosphatase activators, primary screen, biochemical, bovine IAP, CDP-star luminescence | alkaline phosphatase, intestinal [Bos taurus] | purified bovine IAP, 30 min; hits give high values; fold of DMSO-control signal, blank-subtracted | activation factor at 20 µM | hit rate 0.17% among 200,000 | AID 1016, 2008;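 active = activation factor of 2 or more at 20 µM, a signal rise over negative controls twice the positive control's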
PPARg SRC-2 ag: agonists of PPARg-SRC-2 recruitment, primary screen, biochemical, HTS; Peroxisome proliferator-activated receptor gamma (Homo sapiens), P37231; PPARgamma LBD-SRC-2 recruitment; activation, % at 8 µM; hit rate 0.34% among 200,000; in the data active = activation above about 22%;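 also: 0% = vehicle and 100% = reference agonist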
TLR4 MyD88 comp: inhibitors of TLR4-MyD88 association in cells, primary screen, cell-based, HeLa CL3-4, BLA complementation, FRET ratio | Toll-like receptor 4 (Homo sapiens) + Myeloid differentiation primary response protein … | HeLa CL3-4 TLR4/MyD88 BLA complementation | inhibition, % at 8.4 µM | hit rate 0.18% among 200,000 | AID 861, 2007; in the data active = inhibition above about 25%;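 also: 0% = vehicle and 100% = reference inhibitor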
PPARg SRC3 recr: PPARgamma agonists recruiting SRC-3 coactivator, primary screen, biochemical; biochemical PPARgamma/SRC-3 coactivator recruitment assay; activation, % at 8 µM; hit rate 0.26% among 200,000; in the data active = activation above about 23%;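 also: 0% = DMSO and 100% = reference agonist; some compounds past the cut are filed as inactive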
ROMK mod: ROMK potassium channel modulators, primary screen, cell-based, thallium flux, MLSMR library; ATP-sensitive inward rectifier potassium channel 1 (Homo sapiens), P48048; Tet-inducible ROMK, thallium flux fluorescence; actives lie on both sides; B-score at 10 µM; hit rate 2% among 130,000;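 active = signal ratio slope over the read window, or its plate-corrected B-score, at least 3 SD from the plate mean, either direction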;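 also: B-score of the F/F0 ratio slope over 7 to 12 s after thallium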
Target sequence (P48048 whole entry, looked up): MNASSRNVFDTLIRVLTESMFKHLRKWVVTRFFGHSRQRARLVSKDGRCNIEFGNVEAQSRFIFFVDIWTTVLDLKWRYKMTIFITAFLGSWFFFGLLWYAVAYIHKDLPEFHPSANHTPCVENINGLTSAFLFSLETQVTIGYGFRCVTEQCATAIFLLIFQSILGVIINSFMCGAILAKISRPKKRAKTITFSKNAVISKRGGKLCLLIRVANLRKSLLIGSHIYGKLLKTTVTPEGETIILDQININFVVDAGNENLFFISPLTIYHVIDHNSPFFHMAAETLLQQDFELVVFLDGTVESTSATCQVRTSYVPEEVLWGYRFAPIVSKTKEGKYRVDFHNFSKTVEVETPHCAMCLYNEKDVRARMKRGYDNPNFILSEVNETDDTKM
PPARg SRC1 recr: PPARgamma agonists recruiting SRC-1 coactivator, primary screen, biochemical | Peroxisome proliferator-activated receptor gamma (Homo sapiens), P37231 | PPARgamma-SRC-1 coactivator recruitment biochemical assay | activation, % at 8 µM | hit rate 0.41% among 200,000; in the data active = activation above about 19%;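 also: 0% = DMSO and 100% = reference agonist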
* marks the source's active call; other numbers are inactive results; / = no result given.

SMILES | bIAP inhibitor | Redox H2O2 prof | Lmaj promast | SRC2 TRFRET art | S1P3 antag | bIAP act | PPARg SRC-2 ag | TLR4 MyD88 comp | PPARg SRC3 recr | ROMK mod | PPARg SRC1 recr
CC(C)(C)OC(=O)NCCCC(CCCNC(=O)OC(C)(C)C)C(=O)O | 0 | -2.2 | -6 | 1509 | / | 1 | 12 | -7 | 1 | / | 3
O=C(N/N=C/c1cn(-c2ccccc2)nc1-c1cccs1)c1ccccc1F | -4 | -0.7 | 12 | 1747 | 2 | 1 | 17 | 11 | 5 | -0.42 | 8
CCOC(=O)N1CCN(C(=O)CN(c2ccccc2)S(C)(=O)=O)CC1 | 9 | -2.4 | 4 | 1597 | -4 | 0.9 | -5 | 5 | -9 | -0.4 | -5
CCc1ccc(N(C(=O)Cn2nnc(-c3ccccc3)n2)C(C(=O)NC2CCCCC2)c2ccccn2)cc1 (stereo not drawn) | 2 | 0.1 | 23 | 1549 | -10 | 1 | 15 | 6 | 2 | -0.92 | -2
O=C(Nc1ccccc1C(=O)N1CCCC1)c1cccc(S(=O)(=O)N2CCCCC2)c1 | 5 | -3.3 | -1 | 1455 | -4 | 1 | -4 | 11 | -4 | / | 2
CCOC(=O)C1CCN(S(=O)(=O)c2ccc(C(C)=O)cc2)CC1 | 10 | -0.1 | -5 | 1591 | / | 0.9 | 9 | 0 | 10 | -0.018 | 2
CCN1C(=O)/C(=C\c2cn(-c3ccccc3)nc2-c2cccnc2)SC1=S | -1 | -0.1 | 24 | 1635 | -20 | 1 | 6 | 11 | 4 | -0.26 | 11
O=C(CSc1ccc(-c2ccc(F)cc2)nn1)N1CCCc2ccccc21 | 15 | 0.3 | 29 | 1360 | 4 | 0.8 | 1 | -7 | 6 | / | -2
COc1ccc2c(c1OC)C(=O)N1N=C(c3ccc(O)cc3)CC21 (stereo not drawn) | 15 | -1.5 | -1 | 1571 | / | 0.8 | -2 | 1 | 12 | / | 6
Cc1ccc(NC(=O)CCl)cc1S(=O)(=O)N1CCCCCC1 | 16 | -0.9 | 91* | 1499 | -20 | 0.8 | 8 | 24 | 2 | -0.7 | 1
Cn1cccc1C(=O)c1ccc(Cl)cc1Cl | 7 | 1.8 | -3 | 1388 | -12 | 0.9 | 8 | 3 | -5 | 0.55 | 2
COC(=O)c1ccccc1NC(=O)c1ccc(COc2cccc3ccccc23)o1 | 16 | 0.5 | -4 | 1717 | / | 0.8 | 10 | 3 | 6 | 0.11 | 5
O=C(CSc1nnc(-c2ccc3c(c2)OCO3)n1-c1ccccc1)c1ccc(Cl)cc1 | 6 | 0.2 | 37 | 1519 | -8 | 0.9 | -3 | 5 | 0 | 0.46 | -6
COc1cc(OC)nc(/N=C/N(C)C)n1 | 0 | -0.9 | -7 | 1693 | -6 | 1 | 0 | 6 | -1 | 0.0056 | 5
COc1cccc(NC(=O)C2CCCN2C(=O)Nc2ccccc2F)c1 (stereo not drawn) | -5 | 1.6 | 3 | 1800 | -24 | 1 | 0 | 2 | 3 | 0.082 | 6
Cc1ccc(-n2c(SCC(=O)N3CCCc4ccccc43)nnc2-c2cccnc2)c(C)c1 | 2 | 0.1 | 59* | 1629 | -6 | 1 | 5 | -4 | -2 | -1.1 | 2
CC1CC1c1ccc(/C=C(\C#N)C(=O)Nc2ccc(Cl)cc2)o1 (stereo not drawn) | 12 | 0.7 | -1 | 1501 | 1 | 0.9 | 6 | -7 | 2 | / | -4
COc1cc([N+](=O)[O-])cc(/C=N/NC(=O)c2ccc(NC(=O)c3ccc(C)cc3)cc2)c1O | 1 | -0.9 | 29 | 1616 | 1 | 1 | -6 | 2 | 4 | -0.64 | 5
O=S(=O)(Cc1ccccc1)N1CCN(C2Cc3ccccc3C2)CC1 | 6 | 0.4 | 52* | 1550 | -3 | 0.9 | 7 | -9 | 4 | -0.6 | 5
Cc1ccc(C(=O)NCC(=O)N2CCN(c3ncccn3)CC2)s1 | 5 | -0.9 | 1 | 1548 | / | 0.9 | 5 | 4 | -9 | / | 0
COc1cccc(C2CN(c3ccc(F)cc3F)N=C2c2cccs2)c1OC (stereo not drawn) | 10 | 1.0 | 12 | 1460 | / | 0.9 | 12 | -40 | 3 | / | 4
Cc1ccc2cc3cc(C(=O)NCCCN4CCc5ccccc5C4)oc3nc2c1 | 24 | 1.6 | 97* | 1510 | 15 | 0.8 | 11 | -5 | 0 | / | 10
CCn1ccnc1CN(C)Cc1cn(C)nc1-c1ccccc1F | 4 | 0.5 | 10 | 1640 | 8 | 1 | 14 | 2 | 4 | 1.7 | 6
CC(=O)C1C(c2cn(-c3ccccc3)nc2-c2cccs2)NC(=O)NC1(O)C(F)(F)F (stereo not drawn) | 6 | -1.1 | 5 | 1566 | -22 | 0.9 | 2 | -5 | 1 | / | 8

Arranged by count of non-hydrogen atoms (low to high): some entries from above.
SMILES | bIAP inhibitor | Redox H2O2 prof | Lmaj promast | SRC2 TRFRET art | S1P3 antag | bIAP act | PPARg SRC-2 ag | TLR4 MyD88 comp | PPARg SRC3 recr | ROMK mod | PPARg SRC1 recr
COc1cc(OC)nc(/N=C/N(C)C)n1 | 0 | -0.9 | -7 | 1693 | -6 | 1 | 0 | 6 | -1 | 0.0056 | 5
Cc1ccc2cc3cc(C(=O)NCCCN4CCc5ccccc5C4)oc3nc2c1 | 24 | 1.6 | 97* | 1510 | 15 | 0.8 | 11 | -5 | 0 | / | 10
CC(=O)C1C(c2cn(-c3ccccc3)nc2-c2cccs2)NC(=O)NC1(O)C(F)(F)F (stereo not drawn) | 6 | -1.1 | 5 | 1566 | -22 | 0.9 | 2 | -5 | 1 | / | 8

Further structures:
SMILES | bIAP inhibitor | Redox H2O2 prof | Lmaj promast | SRC2 TRFRET art | S1P3 antag | bIAP act | PPARg SRC-2 ag | TLR4 MyD88 comp | PPARg SRC3 recr | ROMK mod | PPARg SRC1 recr
O=C(Nc1ccc(Cl)c(Cl)c1)OCc1cccnc1 | 12 | -1.4 | 3 | 1388 | -10 | 0.9 | 3 | 4 | 19 | 0.12 | 2
CC(=O)Nc1cccc(NC(=O)C(=O)c2cn(CC(=O)N3CCCCC3)c3ccccc23)c1 | -27 | -0.3 | 0 | 1567 | -6 | 1.3 | -4 | 9 | -3 | -1.1 | 2
O=C(CN(CCCN1CCOCC1)C(=O)Cn1nnc(-c2ccc(F)cc2)n1)NC1CCCCC1 | -8 | 2.4 | -6 | 1495 | 1 | 1.1 | 6 | 8 | 5 | -0.53 | -6
CN(C)C(=O)NC1C=CS(=O)(=O)C1 (stereo not drawn) | -14 | -0.6 | -6 | 1543 | -3 | 1.1 | 0 | -6 | 10 | 1.5 | 6
CCOC(=O)c1cnc(SC)nc1Oc1cccc(NC(=O)c2ccc(C)cc2)c1 | 12 | 13 | 0 | 1626 | / | 0.9 | -2 | 3 | -2 | / | -8
CSc1nc2c(c(=O)[nH]1)C(c1ccc(Cl)cc1)CC(=O)N2 (stereo not drawn) | -4 | -1.5 | -4 | 1430 | -11 | 1 | 7 | 5 | 7 | -0.69 | 4
CCOC(=O)c1c(NC(=O)CNC2CCCCC2)sc(C)c1C | -1 | -0.8 | 13 | 1803 | 4 | 1 | 7 | -1 | 6 | -0.1 | 4
NC(=S)N=Nc1c(O)[nH]c2ccc(F)cc12 | 22 | 0.5 | -3 | 1809 | -2 | 0.8 | 6 | -3 | 7 | / | 6
O=C1CN(C(=O)CSc2nnnn2-c2ccc(Cl)cc2)c2ccccc2N1 | 8 | 0.1 | -5 | 1562 | 9 | 0.9 | -4 | -4 | -18 | 1 | 0
COc1ccc(NC(=O)C2(c3cccs3)CCOCC2)cc1 | -5 | -1.4 | -3 | 1513 | -20 | 1 | 2 | -4 | -1 | 0.28 | 6
CCN(c1cccc(C)c1)S(=O)(=O)c1cnc[nH]1 | 13 | 0.2 | -5 | 1571 | / | 0.9 | 3 | 6 | -2 | -0.013 | 5
C=CCn1c(SCC(=O)Nc2ccc3c(c2)OCCO3)nnc1-c1ccco1 | 9 | -0.9 | 3 | 1550 | -11 | 0.9 | 15 | 4 | 11 | -0.57 | 12

Shown field by field: entries from further up.
Compound: CN(C)C(=O)NC1C=CS(=O)(=O)C1 (stereo not drawn)
  bIAP inhibitor: -14; Redox H2O2 prof: -0.6; Lmaj promast: -6; SRC2 TRFRET art: 1543; S1P3 antag: -3; bIAP act: 1.1; PPARg SRC-2 ag: 0; TLR4 MyD88 comp: -6; PPARg SRC3 recr: 10; ROMK mod: 1.5; PPARg SRC1 recr: 6
Compound: CCN(c1cccc(C)c1)S(=O)(=O)c1cnc[nH]1
  bIAP inhibitor: 13; Redox H2O2 prof: 0.2; Lmaj promast: -5; SRC2 TRFRET art: 1571; S1P3 antag: /; bIAP act: 0.9; PPARg SRC-2 ag: 3; TLR4 MyD88 comp: 6; PPARg SRC3 recr: -2; ROMK mod: -0.013; PPARg SRC1 recr: 5
Compound: O=C(CN(CCCN1CCOCC1)C(=O)Cn1nnc(-c2ccc(F)cc2)n1)NC1CCCCC1
  bIAP inhibitor: -8; Redox H2O2 prof: 2.4; Lmaj promast: -6; SRC2 TRFRET art: 1495; S1P3 antag: 1; bIAP act: 1.1; PPARg SRC-2 ag: 6; TLR4 MyD88 comp: 8; PPARg SRC3 recr: 5; ROMK mod: -0.53; PPARg SRC1 recr: -6

Continued.
SMILES | bIAP inhibitor | Redox H2O2 prof | Lmaj promast | SRC2 TRFRET art | S1P3 antag | bIAP act | PPARg SRC-2 ag | TLR4 MyD88 comp | PPARg SRC3 recr | ROMK mod | PPARg SRC1 recr
CCOCC(=O)Nc1ccc([N+](=O)[O-])cc1OC | 5 | -0.6 | 2 | 1521 | -21 | 0.9 | 1 | 16 | 2 | -0.002 | 0
COc1ccc(OC)c(NC(=O)COC(=O)CSc2ccc(Cl)cc2)c1 | 2 | -0.4 | -5 | 1386 | -1 | 1 | -5 | 4 | 0 | 0.032 | -4
NC(=O)c1ccc(NC(=O)COC(=O)CCc2ccc(S(=O)(=O)N3CCCCC3)cc2)cc1 | -4 | -0.2 | 0 | 1496 | -16 | 1 | -12 | 1 | 1 | 0.94 | 10
O=C(Cn1nc(-c2ccccc2)ccc1=O)NCC1COCCO1 (stereo not drawn) | -59 | 0.2 | -2 | 1443 | 1 | 1.6 | 4 | 0 | 0 | / | 3
CN(Cc1ccccc1)C(=S)Nc1ccc(OC(F)F)cc1 | 3 | -0.1 | -6 | 1422 | 6 | 1 | -10 | -4 | 0 | -1.3 | 0
